From PubChem
PGC1a acetyl inh: inhibitors of PGC1a acetylation signal, primary screen, cell-based, U2OS, AlphaScreen, inhibitor mode. inhibition, % at 15.6 µM. AlphaScreen anti-acetyl-lysine; with virally co-expressed GCN5 acetyltransferase. 350,000 tested, 0.17% active. AID 651687, 2012;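 active = every replicate shows inhibition of at least 40%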;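 also: 0% = neutral control wells and 100% = positive control wells; some results beyond the cut were filed as inactive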
C2C12 statin: suppressors of statin myotoxicity in C2C12 myotubes, primary screen, cell-based, single point, plate reader | C2C12 myotubes + simvastatin, ATP luminescence, 48 h; scaled: DMSO 0, geranylgeraniol control 100 | rescue of ATP level, % at 7.49 µM | 330,000 tested, 0.78% active | AID 602340, 2012;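 active = mean ATP rescue above about 67%, or every replicate alone reaching that limit, limit read from the data, passing the limit was not always enough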;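 also: myotubes were challenged with 10 µM simvastatin during compound exposure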
Cneo AK release: Cryptococcus neoformans cell lysis inducers, primary screen, AK release luminescence, single concentration. C. neoformans lysis, adenylate kinase release luminescence, 4 h; normalised: neutral wells 0, clomiphene wells 100. 360,000 tested, 0.2% active. lysis activity, % at 15 µM;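 active = mean lysis activity across replicates of at least 80%, whatever share of replicates individually reach that level; inactive = mean lysis activity below 80%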
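Signal: Adenylate kinase release luminescence | Assay system: Log-phase Cryptococcus neoformans yeast cells | Input: Cells at 5 × 10^6 per mL | Buffer or medium: Fresh YPD growth medium | Compound: Single dose | Schedule: Static 4 h at 37 °C with compound, 1 h detection | Controls: Clomiphene | Read-out: Luminescence rise reflecting yeast cell lysis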
Numbers without * were called inactive. Only part of the results is shown; rates above refer to the full screens.

SMILES | PGC1a acetyl inh | C2C12 statin | Cneo AK release
CCc1ccc(NC(=O)CS(=O)CC(=O)NCC2OCCc3ccccc32)cc1 (centres undefined) | 9 | -1 | 0
O=C(NCc1ccco1)C(c1ccccc1F)N(Cc1cccnc1)C(=O)Cn1nnc2ccccc21 (centres undefined) | -10 | -2 | 1
Cc1nc2ccc(S(=O)(=O)NCC(=O)NCc3ccc4c(c3)OCO4)cc2s1 | -2 | 10 | -2
C/C(Cl)=C/Cn1c(SCCN2CCOCC2)nc2c1c(=O)[nH]c(=O)n2C | 42 | 2 | -1
CN(C)c1ccc(-c2nnc(-c3ccc(S(=O)(=O)C(F)F)cc3)o2)cc1 | 6 | -1 | -2
CCCNC(=O)CCNC(=O)c1ccc(C(C)(C)C)cc1 | 12 | -43 | 1
Cc1ccc(N(CCCCN2C(=O)c3ccccc3C2=O)C(=O)c2cccc([N+](=O)[O-])c2)cc1 | -25 | -8 | -7
Cc1ccc(S(=O)(=O)N2CCN(C(=O)COc3ccc(-c4nnco4)cc3)CC2)cc1 | 8 | 1 | -2
Cn1c(C(=O)N2CCCC(C(=O)NCCCc3ccccc3)C2)cc2sccc21 (centres undefined) | -3 | 0 | 2
CCOc1ccc(-n2c(COc3ccccc3)nnc2SCC(N)=O)cc1 | 0 | 2 | -2
CCCn1c2c(c(O)c(C(=O)Nc3ncccc3C)c1=O)CCCC2 | -2 | 9 | 2
CCOC(=O)c1cn(CC)c2cc(N3CCOCC3)c(F)cc2c1=O | 13 | -28 | -4
COCCCNC(c1ccccc1)c1ccncc1 (centres undefined) | -5 | -4 | 0
Cc1ccc(S(=O)(=O)N2CCC(CN3C(=O)c4cccc5cccc(c45)C3=O)CC2)cc1 | -30 | 46 | -1
O=C(O)Cc1ccc(C(=O)c2cccs2)s1 | 4 | 1 | -1
O=P(O)(CCc1ccccc1)CN1CCCCC1 | -2 | 34 | -1
C=CCC(CC=C)(NC(=O)c1ccccc1C)c1ccccc1 | 13 | -15 | -3
CCn1nnc(-c2ccccc2NS(=O)(=O)c2ccc(S(=O)(=O)N(C)C3CCCCC3)cc2)n1 | 0 | -37 | 1
COc1cc(OC)c(NC(=O)CCNS(=O)(=O)c2cc(Br)cnc2N)cc1Cl | -10 | 94* | 0
COC(=O)c1ccsc1NC(=O)CSc1nnnn1Cc1ccccc1 | 4 | 6 | -2
C/C(O)=C(\C#N)c1nnc2n1CCCCC2 | -3 | 5 | 0
O=C(CSc1nc(N2CCCCC2)nc(N2CCCCC2)n1)c1ccccc1 | 12 | -3 | 2
CCOC(=O)CCCNC(=O)c1cncc(O)c1 | 5 | 4 | 3
CC(=O)N1CCCc2cc(S(=O)(=O)N(C)CCC#N)ccc21 | 6 | -3 | 2
C=CCn1c(SCc2ccc(C#N)cc2)nnc1-c1ccc(C)cc1 | 0 | -2 | 0

7 of the entries above in order of the PGC1a acetyl inh value, ascending:
SMILES	PGC1a acetyl inh
Cc1ccc(S(=O)(=O)N2CCC(CN3C(=O)c4cccc5cccc(c45)C3=O)CC2)cc1	-30
Cc1ccc(N(CCCCN2C(=O)c3ccccc3C2=O)C(=O)c2cccc([N+](=O)[O-])c2)cc1	-25
CCn1nnc(-c2ccccc2NS(=O)(=O)c2ccc(S(=O)(=O)N(C)C3CCCCC3)cc2)n1	0
CCOC(=O)CCCNC(=O)c1cncc(O)c1	5
CCc1ccc(NC(=O)CS(=O)CC(=O)NCC2OCCc3ccccc32)cc1 (centres undefined)	9
O=C(CSc1nc(N2CCCCC2)nc(N2CCCCC2)n1)c1ccccc1	12
CCOC(=O)c1cn(CC)c2cc(N3CCOCC3)c(F)cc2c1=O	13

(listing goes on)
SMILES | PGC1a acetyl inh | C2C12 statin | Cneo AK release
O=C(Nc1ccc(S(=O)(=O)N2CCOCC2)cc1)c1ccco1 | -3 | 17 | 0
O=S(=O)(c1ccc(Br)s1)N1CCN(c2ccccn2)CC1 | -1 | -30 | 1
COc1ccccc1NS(=O)(=O)c1cc(C(=O)N2CC(C)CC(C)C2)ccc1C (centres undefined) | -3 | -4 | 0
CC(C(=O)NCC1(c2ccccc2)CCCC1)N1CCOCC1 (centres undefined) | 17 | 3 | 0
CC(=O)Oc1cc2cccc(OC(C)=O)c(=O)c2c(OC(C)=O)c1OC(C)=O | -3 | -22 | 5
COC(=O)c1ccc(NC(=O)COc2ccc(C3C(C#N)=C(N)Oc4c3ccc3ccccc43)cc2OC)cc1 (centres undefined) | 0 | 13 | -1
COc1ccc2cc(CN(CCO)C(=O)c3ccc(Br)cc3)c(=O)[nH]c2c1 | -9 | 42 | 1
O=C(Nc1ccc2c(c1)CCC2)c1cccc(S(=O)(=O)N2CCN(c3ccccc3)CC2)c1 | -11 | 3 | 0
CC1(C)N(OCc2ccccc2)C(=O)C(=O)N(OCc2ccccc2)C1(C)C | 1 | -6 | 2
COc1ccc(OC)c(Nc2cc(C)nc3ccccc23)c1 | -7 | -21 | 1
COc1nc(NS(=O)(=O)c2ccc(C)cc2)nc(C)c1Cl | 1 | 3 | -1
COCCN(CCOC)c1cc(C)c(C#N)c2nc3ccccc3n12 | 3 | -25 | 2
Cc1cc(C)n(S(=O)(=O)c2ccc(C)c(C)c2C)n1 | -8 | -1 | 0
Cc1onc(C(=O)NC2CCCCC2)c1[N+](=O)[O-] | -9 | -1 | -1
CCc1ccc(/C=N/NC(=O)c2cc(C3CC3)nc3ccc(Br)cc23)s1 | -11 | -37 | 3
CCOc1cc(C(=O)Nc2ccc(N3CCN(S(C)(=O)=O)CC3)cc2)cc(OCC)c1OCC | 2 | -7 | -1
CCCCOc1ccc(-n2nc(C)cc2C)nn1 | -6 | 0 | 2
COc1ccc(S(=O)(=O)Nc2ccc(N3CCOCC3)cc2)cc1Br | 5 | 38 | 0
CCOc1cc(CNc2ccc3c(c2)OCCO3)cc(Br)c1OCC | -5 | -91 | -7
CC(C)=CC1C=C(C)C(C)C2C(=O)NNC(=O)C12 (centres undefined) | -1 | -16 | -1
COc1ccc2c(c1OC)C(=O)N(c1cccc(C(F)(F)F)c1)C2 | -21 | -30 | -20
Cc1ccc(Cn2nnc3c(=O)n(CC(=O)N4CCCc5ccccc54)cnc32)cc1 | -6 | 4 | 3
Cc1cccc(C)c1NC(=O)C1(N(Cc2ccco2)C(=O)CC2NC(=O)NC2=O)CCCC1 (centres undefined) | 3 | 10 | 5
CCc1ccc(NC2=CC(=O)CC(c3ccco3)C2)cc1 (centres undefined) | -10 | -6 | 2
COc1ccc(NC(=O)CCNS(=O)(=O)c2ccc3c(c2)CCC(=O)N3)cc1 | -15 | -16 | 2

A run of entries from the list above, for reference:
SMILES | PGC1a acetyl inh | C2C12 statin | Cneo AK release
CCc1ccc(NC(=O)CS(=O)CC(=O)NCC2OCCc3ccccc32)cc1 (centres undefined) | 9 | -1 | 0
O=C(NCc1ccco1)C(c1ccccc1F)N(Cc1cccnc1)C(=O)Cn1nnc2ccccc21 (centres undefined) | -10 | -2 | 1
Cc1nc2ccc(S(=O)(=O)NCC(=O)NCc3ccc4c(c3)OCO4)cc2s1 | -2 | 10 | -2
C/C(Cl)=C/Cn1c(SCCN2CCOCC2)nc2c1c(=O)[nH]c(=O)n2C | 42 | 2 | -1

Next section.
SMILES | PGC1a acetyl inh | C2C12 statin | Cneo AK release
Cc1ccc(-c2noc(C3CCCN(C(=O)c4ccc(F)cc4F)C3)n2)cc1 (centres undefined) | -7 | -10 | 2
CCOc1ccc(-n2c(SCC(=O)NCc3ccco3)nc3c([nH]c4ccccc43)c2=O)cc1 | -9 | -65 | 15
CCc1nnc(NC(=O)C2CCN(c3nc(C)cc(C)n3)CC2)s1 | 10 | -3 | 1
COC(=O)c1ccc(-c2nc3ccc(C)cc3o2)cc1 | 9 | 5 | -3
N#CC(c1ccc(F)cc1)c1ccc(C(=O)c2ccccc2)cc1 (centres undefined) | 10 | -9 | -5
COc1cc(NC(=O)Cn2nnc(-c3ccccc3N)n2)cc(OC)c1 | -1 | -30 | 2
C/C(=N\NC(=O)c1nn(C)cc1Br)c1cccc(NC(=O)C2CCCC2)c1 | -13 | -31 | -1
CC(C)CNC(=O)c1ccccc1NC(=O)c1ccccc1N(C)S(C)(=O)=O | -2 | 6 | 1
Cc1ccc(S(=O)(=O)CC(=O)Nc2nc(-c3ccccc3)cs2)cc1 | -9 | -5 | -7
COc1ccc(C=NCCCN2CCOCC2)cc1 | 1 | 88* | 1
CCCCC(=O)Oc1ccccc1C1SCc2cc(C)c(C)cc2CS1 | 3 | 2 | -1
CCN(CC)S(=O)(=O)c1cc(C(=O)OCC(=O)c2ccc3c(c2)NC(=O)CO3)ccc1Cl | -4 | -2 | 0
Cc1c(C(=O)N2CCC(C)CC2)sc2ncnc(N(C)c3ccccc3)c12 | 1 | -20 | -7
CCOC(=O)c1c(C)[nH]c(C)c1C(=O)COC(=O)CNC(=O)c1ccc(OCC)cc1 | -29 | -8 | -1
CCN(CC)C(=O)CSc1ncnc2c1nnn2-c1ccc(OC)cc1 | 4 | 8 | 0
N#Cc1ccc(CSc2nnc(-c3ccccn3)n2-c2ccc(Cl)cc2)cc1 | -2 | 34 | -1
O=C1NC(c2ccco2)Nc2ccccc21 (centres undefined) | 0 | -9 | 0
N#CCCN(CCC#N)C(=O)c1ccc2c(c1)OCO2 | -1 | 4 | -1
O=C(NCC1CCCO1)c1cccc(N2CCCC2=O)c1 (centres undefined) | 4 | -3 | -1
CCCCC(=O)C1CCN(Cc2ccccc2)CC1 | 2 | -5 | -2
FC(F)(F)C(Oc1nc(NC2CCCCC2)nc(N2CCOCC2)n1)C(F)(F)F | -17 | -6 | 5
COc1ccc(NC(=O)Nc2ccccc2C)c(OC)c1 | 0 | 0 | -1
Cc1ccc(NC(=O)Cn2c(CCC(=O)O)ccc2-c2cccs2)cc1 | -8 | -5 | 2
CC(C(=O)O)N1C(=O)c2ccccc2C1=O (centres undefined) | 2 | -11 | 7
COc1ccc(NC(C#N)c2ccc(OC)cc2)cc1 (centres undefined) | 6 | 2 | -2

An excerpt of these results, with values under each structure.
Below each SMILES: PGC1a acetyl inh	C2C12 statin	Cneo AK release
- CCN(CC)S(=O)(=O)c1cc(C(=O)OCC(=O)c2ccc3c(c2)NC(=O)CO3)ccc1Cl
→ -4	-2	0
- CCc1nnc(NC(=O)C2CCN(c3nc(C)cc(C)n3)CC2)s1
→ 10	-3	1
- N#CCCN(CCC#N)C(=O)c1ccc2c(c1)OCO2
→ -1	4	-1
- Cc1c(C(=O)N2CCC(C)CC2)sc2ncnc(N(C)c3ccccc3)c12
→ 1	-20	-7
- CCCCC(=O)Oc1ccccc1C1SCc2cc(C)c(C)cc2CS1
→ 3	2	-1

Further entries:
SMILES | PGC1a acetyl inh | C2C12 statin | Cneo AK release
COc1ccc(/C(O)=C2/C(=O)C(=O)N(CC3CCCO3)C2c2ccc(OC)c(OC)c2)cc1 (centres undefined) | 31 | 1 | 1
CCSc1nc2c(c(=O)[nH]c(=O)n2C)n1C/C=C(/C)Cl | 6 | 1 | 1
O=C(O)CSc1nnnn1-c1ccc2c(c1)OCCO2 | -5 | 14 | -1
COc1ccc(CNC(=O)c2c(O)c3cccc4c3n(c2=O)CCC4)cc1OC | 13 | 79* | -1
CCNC(=O)CC1C(=O)N(c2ccc(C)cc2)C(=O)N1Cc1ccccn1 (centres undefined) | 1 | 0 | -6
Cc1cccc(C2N(c3nccs3)C(=O)C3CCCN32)c1 (centres undefined) | -1 | 7 | -1
O=C1/C(=C\c2ccccn2)SC(=S)N1Nc1ncc(C(F)(F)F)cc1Cl | 10 | -13 | 2
COc1ccccc1N1CCN(C(=O)c2ccc(CS(=O)(=O)c3ccccc3OC)o2)CC1 | 3 | -4 | 7
CCOC(=O)c1sc(NC(=O)CSc2nc3c(cc2C#N)CCCCC3)c(C#N)c1C | 1 | -11 | 0
COc1cc2c(cc1NC(=O)c1cncc(Br)c1)oc1ccccc12 | -16 | -142 | 1
O=C(NCc1cccnc1)c1ccc(=O)oc1 | 1 | 0 | 0
O=C(c1cc2ccccc2o1)c1nc2c(n1O)CCCCC2 | -2 | -3 | 0
O=c1c2ccsc2ncn1Cc1ccc(Cl)cc1 | 3 | 41 | -2
O=C1CC(c2ccccc2F)c2cc3c(cc2N1)CCC3 (centres undefined) | -7 | -63 | -2
O=C(O)Cn1nc(-c2ccc(F)cc2)oc1=O | 17 | 6 | 0
N#Cc1ccccc1/C=N/Nc1nc(-c2ccccc2)c2cc(Br)ccc2n1 | -2 | 99* | 1
CCOC(=O)CNC(=O)CN1CCCN(S(=O)(=O)c2ccc(Br)s2)CC1 | 10 | 8 | 1
O=C(COC(=O)C1=COCCO1)Nc1ccccc1Oc1ccccc1 | 4 | -4 | 0
COc1ccccc1-n1nc(C(=O)Nc2ccc3c(c2)OCO3)c2ccccc2c1=O | -9 | -5 | -1

Record cards (already shown). Order of screens: PGC1a acetyl inh | C2C12 statin | Cneo AK release
Results for Cc1ccc(Cn2nnc3c(=O)n(CC(=O)N4CCCc5ccccc54)cnc32)cc1 → -6 | 4 | 3
Results for O=C(NCC1CCCO1)c1cccc(N2CCCC2=O)c1 (centres undefined) → 4 | -3 | -1
Results for CC(=O)Oc1cc2cccc(OC(C)=O)c(=O)c2c(OC(C)=O)c1OC(C)=O → -3 | -22 | 5
